# Compound activity as filed in PubChem.
# GLS inh – inhibitors of human glutaminase (GLS); GLS enzymatic activity, qHTS titration; hit rate 0.21% among 410,000; AID 624170; Potency, µM (top dose mostly 45.5 µM), without a hit: at the top dose activity change, negative = inhibition, usual class: inhibitors; O94925; further: potency means the concentration at half of the fitted maximal effect; on the % scale 0 is the no-effect control and ±100 the full control effect
#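 Two-point fluorescence kinetic (t0, 30 min RT) for hKGA; glutamate detected via glutamate oxidase–HRP–Amplex Red. Substrate: 1 mM L-glutamine solution; buffer 45 mM KH2PO4, pH 8.2.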
# PI4K2A inh – PI4K2A (human) kinase inhibition | Q9BTU6 | purified PI4K2A, ADP-Glo luminescence, 1 h; stronger effect = lower value | activity change, negative = inhibition, % at 76.9 µM | hit rate 0.13% among 420,000 | AID 1346378; in the data active means activity change below about -50%; inconclusive means mostly about -30% to -49%;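 further: -100% = wells without enzyme as full effect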
# Target sequence (Q9BTU6 whole entry, looked up): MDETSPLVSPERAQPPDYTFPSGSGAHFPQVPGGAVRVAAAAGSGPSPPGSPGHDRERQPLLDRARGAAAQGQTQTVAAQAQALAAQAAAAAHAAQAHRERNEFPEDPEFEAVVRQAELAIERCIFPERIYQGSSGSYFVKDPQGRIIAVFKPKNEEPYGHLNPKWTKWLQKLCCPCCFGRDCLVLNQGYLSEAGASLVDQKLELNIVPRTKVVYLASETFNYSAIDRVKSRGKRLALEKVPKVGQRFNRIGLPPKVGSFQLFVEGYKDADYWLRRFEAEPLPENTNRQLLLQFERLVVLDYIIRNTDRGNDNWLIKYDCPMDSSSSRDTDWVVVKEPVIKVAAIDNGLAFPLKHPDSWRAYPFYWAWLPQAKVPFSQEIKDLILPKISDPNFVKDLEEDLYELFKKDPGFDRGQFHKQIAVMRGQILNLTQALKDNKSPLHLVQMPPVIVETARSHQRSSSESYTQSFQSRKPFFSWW
#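 In this quantitative HTS, ADP production by PI4K2A was quantified luminescently after 1 h at ambient temperature; 100 microM adenosine served as plate-quality control.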
# TrxR1 inh – rat TrxR1 inhibition. recombinant rTrxR1, NADPH fluorescence consumption, selenite substrate. Potency, µM (titrated, usually from 114 µM), inactives show top-dose activity change, negative = inhibition, usual class: inhibitors. hit rate 1% among 390,000. AID 588453; further: potency means the concentration at half of the fitted maximal effect; on the % scale 0 is the no-effect control and ±100 the full control effect; nearly all actives have a fitted effect of over 65% in size
# Target sequence (O89049 whole entry, looked up): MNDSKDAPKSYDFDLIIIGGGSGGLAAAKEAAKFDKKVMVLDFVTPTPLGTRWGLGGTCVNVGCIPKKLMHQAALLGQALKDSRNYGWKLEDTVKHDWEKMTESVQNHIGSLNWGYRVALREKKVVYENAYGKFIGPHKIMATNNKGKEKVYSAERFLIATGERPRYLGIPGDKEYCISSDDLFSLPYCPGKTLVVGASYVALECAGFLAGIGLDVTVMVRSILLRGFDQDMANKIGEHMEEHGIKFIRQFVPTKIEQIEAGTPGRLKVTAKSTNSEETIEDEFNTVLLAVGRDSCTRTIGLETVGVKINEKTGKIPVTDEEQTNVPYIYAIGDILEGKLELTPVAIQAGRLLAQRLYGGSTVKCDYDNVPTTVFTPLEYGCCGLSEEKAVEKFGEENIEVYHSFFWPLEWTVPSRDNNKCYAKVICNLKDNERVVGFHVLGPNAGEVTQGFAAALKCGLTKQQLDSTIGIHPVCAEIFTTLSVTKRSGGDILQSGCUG
#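 Rat TrxR1 (90 nM in the dispensed reagent) was pre-reduced with 400 uM NADPH for 5 min at room temperature, then incubated with compound for 15 min. After 400 uM selenite was added, NADPH fluorescence (Ex 340/Em 450 nm) was followed for 8 min.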
# Pin1 inhibitor – human Pin1 inhibition. Q13526. Pin1 FP peptide displacement, HiFluor488, 10 min. Potency, µM (doses to about 115 µM), for inactives: at the highest dose activity, negative = inhibition, usual class: inhibitors. hit rate 0.009% among 390,000; active means well fitted inhibition curve with a large enough effect in the polarisation, with a control signal flat, not every such curve was filed as active; inconclusive means small, poorly fitted or top-dose-only effect, or effect the other way, or a change in a side signal; inactive means no such curve, though single readings can be large or run the other way; the % refers to the polarisation; further: potency means the concentration at half of the fitted maximal effect; on the % scale 0 is the no-effect control and ±100 the full control effect
# IDH1 R132H inh – human IDH1 R132H inhibition; IDH1-R132H enzyme, NADPH consumption, diaphorase/resazurin fluorescence; Potency, µM (top dose mostly 76.6 µM), for inactives: top-dose activity change, negative = inhibition, actives largely listed as inhibitors; hit rate 0.093% among 390,000; AID 602179; further: potency means the concentration at half of the fitted maximal effect; on the % scale 0 is the no-effect control and ±100 the full control effect; nearly all actives have a fitted effect of over 65% in size
#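 IDH1-R132H (0.5 ug/mL dispensed) in pH 7.5 Tris buffer was preincubated 30 min with compound, then given a substrate mix of 0.016 mM NADPH and 2 mM alpha-KG for 80 min at room temperature; remaining NADPH was read by diaphorase/resazurin fluorescence.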
# USP1-UAF1 inh – blocks the human USP1/UAF1 deubiquitinase complex | O94782 | Potency, µM (titrated, usually from 57.1 µM), for the others: at the highest dose activity change, negative = inhibition, usual class: inhibitors | hit rate 0.23% among 390,000 | recombinant USP1/UAF1, Ub-Rhodamine cleavage fluorescence | AID 743255; further: potency means the concentration at half of the fitted maximal effect; on the % scale 0 is the no-effect control and ±100 the full control effect; nearly all actives have a fitted effect of over 60% in size; inactives centre near -12
#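 1 nM enzyme complex + cpd, 15 min RT; start with Ub-Rho 150nM final; kinetic fluorescence ex 480/em 540, 6 reads q60 s. Buffer 50mM HEPES pH 7.8, 0.5mM EDTA, 0.1 mg/ml BSA, 1mM TCEP, 0.01% Tween-20.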
# TrxR1 substrate – substrates of rat thioredoxin reductase 1 | O89049 | purified TrxR1 substrate turnover, NADPH consumption readout | Potency, µM (titrated, usually from 114 µM), for inactives: at the top dose activity change, negative = substrate turnover | hit rate 0.01% among 390,000; further: potency means the concentration at half of the fitted maximal effect; on the % scale 0 is the no-effect control and ±100 the full control effect; nearly all actives have a fitted effect of over 50% in size
#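 Rat TrxR1, dispensed at 90 nM, was prereduced with 400 uM NADPH (final) for 5 min at ~22 deg C, then incubated with compound 15 min before 400 uM selenite. A first-read NADPH fluorescence drop versus no-compound background flagged substrates.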
# Tb PGK inh – inhibitors of T. brucei phosphoglycerate kinase. hit rate 0.043% among 380,000. Potency, µM (top dose mostly 57.5 µM), for the others: top-dose activity change, negative = inhibition, most hits filed as inhibitors. PGK/GAPDH coupled, Kinase-Glo luminescence, 60 min. AID 602233; further: potency means the concentration at half of the fitted maximal effect; on the % scale 0 is the no-effect control and ±100 the full control effect; nearly all actives have a fitted effect of over 60% in size
#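 Recombinant glycosomal PGK reaction used 1,3-bisphosphoglycerate generated in-well by GAPDH (100nM final) in 100mM TEA pH 7.6, 5mM MgCl2, 0.01% Tween-20. After 60 minutes at room temperature, ATP was read by Kinase-Glo Plus luminescence end-point.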
# HP1b chromo inh – blocks HP1-beta chromodomain binding to methylated histone tails; P83916; AlphaScreen HP1-beta / biotin-H3K9me3 peptide binding; Potency, µM (series often up to 114 µM), for the others: top-dose activity change, negative = inhibition, hits mostly inhibitors; hit rate 0.56% among 390,000; AID 540317; further: potency means the concentration at half of the fitted maximal effect; nearly all actives have a fitted effect of over 70% in size; inactives centre near 23
#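 AlphaScreen: HP1-beta (50 nM) preformed 30 min with biotin-H3(1-18)K9me3 peptide (50 nM) in PBS pH 7.4, 0.01% Tween-20. Compound added for 30 min at RT, then streptavidin donor/nickel chelate acceptor beads (10 ug/mL) for 30 min.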
# * = called active by the depositor; i = inactive; ? = inconclusive; . = not tested or not shown; & = joins results of further samples; [ ] = another dose, or the depositor's remark. Unless noted, the call rests on the fitted dose curve; in most records, active means well fitted curve in the direction sought with a large enough effect; inconclusive means small, poorly fitted or top-dose-only effect, or another doubt; inactive means no such curve, though single readings can be large; an effect the other way counts as inactive or inconclusive.
SMILES,GLS inh,PI4K2A inh,TrxR1 inh,Pin1 inhibitor,IDH1 R132H inh,USP1-UAF1 inh,TrxR1 substrate,Tb PGK inh,HP1b chromo inh
O=C(CC1CCCC1)N1CCN(S(=O)(=O)c2cccc(Br)c2)CC1,-3%,-4,.,.,-2%,-23%,.,-5%,.
O=C(COC(=O)C1CC(O)CN1S(=O)(=O)c1ccc(Cl)cc1)c1cccc(Cl)c1 (centres undefined),4%,-2,-10%[57.1 µM],0%,0%,-21%,1%[57.1 µM],i,17%
CC(=O)N(C)c1ccc(NC(=O)N2CCOCC2)cc1,6%,0,11%[57.1 µM],-1%,5%,-5%,5%[2.29 µM],9%,12%
Cc1ccc(/C=N/NC(=O)c2ccncc2)cc1,-1%,2,8%,-7%,1%,-30%,-2%,-2%,31%
COc1ccc(C(=O)CSc2nnc(-c3ccccc3)o2)cc1,0%,-5,-3%,?,5%,-8%,-7%,i,38%
CCOc1ccc(CNc2nnnn2C)cc1,-6%,3,13%,-3%,-3%,-2%,4%,-6%,8%
Nc1ncnc2c1ncn2C1CCCO1 (centres undefined),-8%,-27&-11,22%[57.1 µM],-2%,7%,-20%,3%[57.1 µM],-3%,52%[activator]
CC(C)(C)OC(=O)C[C@H]1C/C=C\C[C@@H](CC(=O)N(CCO)Cc2ccccc2)C(=O)NC[C@@H](c2ccccc2)OC1=O,0%,0,13%[57.1 µM],?,2%,-29%,8%[57.1 µM],10%,31%
Cc1cc(NC(=O)CSc2nc3ccccc3c(=O)n2Cc2ccc(F)cc2)no1,-12%,-1,0%,12%,4%,-13%,-4%,-7%,23%
N#Cc1ccc(-c2csc(NC3=NCCCCC3)n2)cc1,1%,0,-23%,0%,-6%,-6%,-10%,1%,51%[activator]
COc1ccc(-n2nc3c(c2NC(=O)C(=O)NCc2ccccc2)CSC3)cc1,1%,-19,15%[57.1 µM],15%,-4%,-15%,8%[57.1 µM],-11%,30%
COc1ccc(Cl)cc1NC(=O)C1CC(c2ccccc2O)=NO1 (centres undefined),-1%,3,1%[57.1 µM],0%,1%,-4%,-4%[57.1 µM],2%,16%
O=c1c(Br)c(NCc2ccccc2)cnn1-c1ccc(F)cc1,1%,2,23%,-11%,-2%,-15%,9%,-3%,41%[activator]
O=C(CNc1ccc2ccccc2c1)N/N=C/c1ccc(OC(=O)/C=C/c2ccco2)cc1,-10%,1,-8%,1%,8%,-2%,-9%[57.1 µM],0%,-3%
COc1ccc(NC(=S)NC(=O)/C=C/c2ccccc2)cc1,-17%,3,-10%,8%,2%,-22%,-6%,-8%,46%[activator]
COCCCN(CC(=O)Nc1ccc(N2CCOCC2)cc1)S(=O)(=O)c1ccc(C)cc1,-14%,-4,15%,1%,8%,-6%,2%[57.1 µM],-4%,22%
CC(=O)N(C)c1ccc(NC(=S)NCC(C)C)cc1,-7%,3,4%,-2%,7%,-22%,1%,-7%,52%[activator]
CC(C)c1ccc(Nc2nc(CC(=O)O)cs2)cc1,2%,-1,2%,24%,2%,-21%,-3%,0%,-13%
CC(=O)NC(=S)Nc1sc2c(c1C#N)CCCCC2,-10%,?,3%[57.1 µM],?,0%,-11%,-8%[57.1 µM],-2%,-12%
Cc1c(C#N)c(O)n(C)c(=O)c1N=Nc1ccc(S(N)(=O)=O)cc1,12%,-7,-21%,2%,0%,-9%,-17%,2%,9%
CC(/C=N/NC(=O)c1nnn(-c2nonc2N)c1C)=C\c1ccccc1,-5%,0,22%[57.1 µM],-6%,1%,-7%,-5%[0.0914 µM],3%,42%[activator]
Cc1ccc(-n2nc(C)c3c2OC(N)=C(C#N)C3c2cccs2)cc1 (centres undefined),-5%,5,25%[57.1 µM],-8%,3%,-17%,10%[57.1 µM],0%,37%
CCCc1nc2c(nnn2Cc2ccccc2F)c(=O)[nH]1,-2%,-1,23%,-3%,6%,?,12%,-9%,1%
O=C(Nc1ccccc1N1CCCCC1)c1cccc(F)c1,.,1,-10%,1%,0%,-27%,-12%,-7%,74%[activator]
Cc1cc(Cl)ccc1OC(C)C(=O)NCCCn1ccnc1 (centres undefined),-11%,-4,21%[57.1 µM],-2%,-5%,-18%,-3%,-3%,23%
COc1ccc(OC)c(-c2cc(C(=O)N3CCN(c4ccccc4)CC3)no2)c1,2%,1,11%[57.1 µM],10%,14%,-20%,-7%[57.1 µM],-8%,13%
CCc1cc(=O)oc2c(CN3CCN(C)CC3)c(O)ccc12,71%[activator],-20,79%[activator][57.1 µM],-9%,8%,-8%,536%[activator][57.1 µM],1%,21%
COc1ccc2oc(=O)cc(CN3CCOCC3)c2c1,-8%,8,6%,-3%,10%,-17%,5%,-3%,39%
Nn1c(SCC(=O)NCc2ccccc2)nncc1=O,6%,3,-1%,0%,-2%,-14%,-7%,5%,1%
Cc1cc2nc3c(=O)n(C4CCCCC4)c(=O)[nH]c3nc2cc1N,-1%,-5,4%[57.1 µM],.,3%,?,12%[0.457 µM],-2%,3%
CCc1nnc(NC(=O)c2ccc(S(=O)(=O)N(C)c3ccccc3)cc2)o1,-3%,4,7%,-1%,-6%,-11%,-7%,-1%,6%
O=C(COC(=O)c1ccc(Cl)nc1)Nc1cc(S(=O)(=O)N2CCCCC2)ccc1Cl,-2%,8,11%[57.1 µM],12%,-5%,-5%,2%[57.1 µM],-2%,0%
CCN(CC)CCn1c(NC(=O)c2ccc(Cl)cc2)nc2ccccc21,-4%,-2,16%,3%,5%,-5%,45%[activator],2%,12%
Cc1ccc(NCc2nnc(SCC(=O)c3ccccc3)n2Cc2ccco2)c(C)c1,22%,-15,?,17%,-1%,-8%,6%[57.1 µM],-2%,-16%
C1CC1Cc1noc(CN2CCN(CC3CC3)CC2)n1,-5%,-6,16%[57.1 µM],-13%,0%,0%,-7%,2%,?
N#CCCN/N=C(\Cc1nc2ccccc2[nH]1)c1ccccc1,10%,4,-10%[57.1 µM],?,8%,-10%,8%[57.1 µM],i,-6%
Cc1cc(C)nc(SCCc2ccncc2)n1,-16%,-15,?,-1%,4%,-12%,10%[57.1 µM],i,21%
COc1ccc(NC(=O)Nc2ccc3nc(C)c(C)nc3c2)cc1,-2%,10,-8%,17%,13%,-18%,-5%,-9%,27%
O=C(O)c1cccc2cccc(-c3c4ccc(=O)c(O)c-4oc4c(O)c(O)ccc34)c12,1.8µM*,-55*,16%[11.4 µM],.,-7%,?,22%[57.1 µM],2.5µM*,?
Cc1cc(Nc2ccc(C)c(Cl)c2)nc(N2CCOCC2)n1,6%,1,19%,-8%,1%,-26%,2%,i,20%
COC(=O)c1ccc(OCc2nc(N)nc(N3CCOCC3)n2)cc1,3%,6,12%,4%,12%,-11%,0%,6%,-8%
CCc1nnc(NC(=O)CSc2nnc(-c3ccccc3NC(=O)c3ccccc3)o2)s1,7%,1,29%,?,9%,?,35%[activator],-7%,16%
Cn1c2c(c(=O)[nH]c1=O)C(c1ccc(O)cc1)C1=C(N2)c2ccccc2C1=O (centres undefined),0%,-1,12%[57.1 µM],-4%,6%,?,8%,-18%,35µM*
Cc1cccc(NC(=O)c2cc([N+](=O)[O-])ccc2NC2CCCCC2)c1,14%,2,4%,6%,6%,-12%,0%,-6%,-18%
CCOc1ccc2nc(NCCCNS(=O)(=O)c3ccccc3)c(C#N)cc2c1,1%,8,20%,?,5%,-29%,27%,-7%,180%[activator]
Cc1ccc(NC(=O)CC(N)=S)cc1,16%,-4,-33%,-1%,-4%,-1%,2%,2%,14%
COc1ccccc1-n1c(=O)c2c3c(sc2n2c(=S)[nH]nc12)CCC3,-23%,-1,1%[57.1 µM],3%,7%,1%,1%[57.1 µM],-8%,17%
COc1ccc(OCC(=O)Nc2nnc(C)s2)cc1,1%,7,-9%,2%,-2%,-7%,-3%,-4%,45%[activator]
O=C(Nc1ccc(NC(=O)c2ccccc2Cl)cc1)c1cccnc1,5%,4,24%,-6%,7%,-18%,6%,1%,27%
O=C(c1cc(-c2ccc(O)cc2)on1)N1CCc2ccccc2C1,1%,0,8%[57.1 µM],-3%,11%,-24%,1%[57.1 µM],-6%,2%
CCN1C(=O)CC(NNC(=O)c2ccccc2)C1=O (centres undefined),19%,7,27%,-2%,-1%,-21%,7%,-3%,40%[activator]
Cc1ccc(-c2nn(C)c(=O)c3ccccc23)cc1CNC(=O)/C=C/c1ccccc1,8%,1,23%[57.1 µM],5%,14%,-17%,13%[57.1 µM],4%,16%
CCC(=O)N1CCc2cc(S(=O)(=O)CCC(=O)NCc3ccc(C)cc3)ccc21,7%&20%,-3&-2,20%[57.1 µM],-5%&50%,-6%&-3%,-1%&-10%,1%[57.1 µM],-8%&-4%,12%&23%
O=C(/C=C/c1ccccc1[N+](=O)[O-])Nc1cccnc1,-1%,-1,-2%,1%,3%,-18%,-3%,-2%,20%
CCOc1ccccc1N1CCN(C(=S)Nc2ccc(S(=O)(=O)Nc3ncccn3)cc2)CC1,9%,-3,-8%,2%,9%,-6%,-3%,-7%,22%
Cc1ccc2oc3c(c(=O)c2c1)C(c1ccc([N+](=O)[O-])cc1)N(CCCN1CCOCC1)C3=O (centres undefined),-19%,0,10%,0%,0%,-3%,-4%,5%,22%

# Some of the compounds tested. The share of hits here may be higher or lower than overall.
